TDP1 cell noCPT – qHTS for Inhibitors of human tyrosyl-DNA phosphodiesterase 1 (TDP1): qHTS in cells in absence of CPT | DT40 Tdp1-/- hTDP1 cells, no CPT, ATP luminescence, 48 h | Potency, µM (titrated, usually from 46.2 µM), without a hit: top-dose activity change, negative = growth inhibition, hits mostly inhibitors | 420,000 tested, 15% active | AID 686978, 2013; note: nearly all actives have a fitted effect of over 55% in size
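Growth of hTDP1-complemented DT40 Tdp1-knockout cells is measured by ATP luminescence after at least 48 hr compound exposure at 37 °C, with DMSO substituting for the 20 nM CPT used in the parallel screen.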
TDP1 block – inhibitors of human tyrosyl-DNA phosphodiesterase TDP1. recombinant TDP1, AlphaScreen DNA substrate cleavage. Potency, µM (series often up to 130 µM), for inactives: at the highest dose activity change, negative = inhibition, actives largely listed as inhibitors. 350,000 tested, 0.28% active. AID 485290; note: nearly all actives have a fitted effect of over 40% in size
Target sequence (Q9NUW8 whole entry, looked up): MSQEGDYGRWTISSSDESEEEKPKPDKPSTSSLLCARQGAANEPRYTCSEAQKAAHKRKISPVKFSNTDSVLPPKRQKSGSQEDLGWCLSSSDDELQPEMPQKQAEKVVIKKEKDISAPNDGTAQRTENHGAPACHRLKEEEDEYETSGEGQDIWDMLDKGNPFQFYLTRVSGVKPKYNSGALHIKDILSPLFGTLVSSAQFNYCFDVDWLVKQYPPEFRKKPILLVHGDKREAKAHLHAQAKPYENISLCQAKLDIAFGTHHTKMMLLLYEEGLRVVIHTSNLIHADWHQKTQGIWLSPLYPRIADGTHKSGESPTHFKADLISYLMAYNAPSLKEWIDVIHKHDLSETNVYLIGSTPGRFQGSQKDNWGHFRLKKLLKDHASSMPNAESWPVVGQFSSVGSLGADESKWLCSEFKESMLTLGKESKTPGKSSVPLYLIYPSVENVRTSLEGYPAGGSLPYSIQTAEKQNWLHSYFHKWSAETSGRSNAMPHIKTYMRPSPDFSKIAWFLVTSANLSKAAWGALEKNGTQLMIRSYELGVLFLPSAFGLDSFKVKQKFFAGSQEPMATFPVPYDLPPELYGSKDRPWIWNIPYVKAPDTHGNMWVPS
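Enzyme-compound mixtures sat 15 min at room temperature, followed by a 5 min reaction with 15 nM final substrate and 10 min with AlphaScreen beads. Recombinant human Tdp1 was used at 1 nM final.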
DT40 TDP1 CPT – DT40-hTDP1 cell growth loss with CPT; chicken DT40 Tdp1-/-;hTDP1 cells + 20 nM CPT, ATP luminescence, 48 h; Potency, µM (doses to about 46.2 µM), for the others: at the top dose activity change, negative = growth inhibition, hits mostly inhibitors; 420,000 tested, 12% active; AID 686979; note: nearly all actives have a fitted effect of over 55% in size
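Cell growth measured by CellTiter-Glo luminescence after a minimum 48 h, 37 C compound exposure with 20 nM CPT in Tdp1-knockout DT40 cells stably expressing hTDP1, seeded 400/well; qHTS titration format.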
* = called active by the depositor; ? = inconclusive; . = not tested or not shown; [ ] = another dose, or the depositor's remark. Calls come from the whole dose curve; as a rule, active = well fitted curve in the direction sought with a large enough effect; inconclusive = small, poorly fitted or top-dose-only effect, or another doubt; inactive = no such curve, though single readings can be large; an effect the other way counts as inactive or inconclusive. % is set by controls: 0 for no effect and ±100 for the full control effect; potency is the fitted concentration of half-maximal effect.

SMILES	TDP1 block	DT40 TDP1 CPT	TDP1 cell noCPT
COc1cc(OC)nc(NC(=O)CSc2nnc(-c3ccccc3)n2C2CCCCC2)n1	.	-11%	?
Cc1ccc(S(=O)(=O)NCC(=O)OCC(=O)N2CC(=O)Nc3ccccc32)cc1	0%	-1%	1%
COc1ccc(SC[C@H](Cc2ccccc2)N2CC[C@@H](O)CCC2=O)cc1	-4%	?	?
Cc1nc(SCC(=O)N2CCN(c3ccccn3)CC2)c(C#N)c(C)c1C	2%	-3%	-7%
CC(=O)Nc1cc(-c2cccnc2)cn2c(-c3ccc(F)cc3)cnc12	.	?	23µM*
COc1cc(/C=N/NC(=S)NCCc2ccccc2)cc(OC)c1OC	.	26µM*	16µM*
O=C(O)/C=C/c1coc2ccc(F)cc2c1=O	5%	15%	0%
S=c1nc(-c2ccccn2)c(-c2ccccn2)n[nH]1	.	?	?

The listing continues:
SMILES	TDP1 block	DT40 TDP1 CPT	TDP1 cell noCPT
C/C=C(\C)C(=O)Nc1cccc(C2=NOC3(C2)C[C@@H](C(N)=O)N(C(=O)c2cc([N+](=O)[O-])cc([N+](=O)[O-])c2C)C3)c1 (some centres not stated)	6%	-3%	-24%
CCCn1c(SCC(=O)NCc2ccccc2Cl)n[nH]c1=O	2%	-7%	1%
CCC1CCCCN1C(=O)Cn1c(=O)n(CCCC(=O)NCc2ccco2)c(=O)c2sccc21 (configuration not stated)	3%	4%	-15%
CCC(C(=O)NCc1ccc(F)cc1)N(Cc1cccs1)C(=O)c1snc(C(N)=O)c1N (configuration not stated)	.	4%	-22%
O=c1oc2ccccc2cc1N1CCOCC1	3%	-9%	-12%
Cc1cc(C(=O)N2CCCC2(C)C(=O)NCC(C)C)nn1C(C)(C)C (configuration not stated)	.	-27%	-15%
C[C@H](O)[C@@H]1C(=O)N2CCc3ccc(N4CCN(C)CC4)cc3[C@@H]2C[C@@H]1N(C)C(=O)c1ccc(C#N)cc1	.	-3%	-15%
O=C(COc1ccc2ccc(=O)oc2c1)N1CCN(c2ccc(F)cc2)CC1	3%	?	23µM*

(more compounds)
SMILES	TDP1 block	DT40 TDP1 CPT	TDP1 cell noCPT
O=C(NCCC1=CCCCC1)c1cccc2c1C(=O)N(C1CCCCC1)C2	1%	?	?
O=C(/C=C/c1ccc(Cl)c([N+](=O)[O-])c1)Nc1ccc(N2CCCC2)cc1	2%	?	?
CC(=O)Nc1cc2c3c(c1)CCC(=O)N3CCC2	5%	0%	12%
Cc1cc(C)nc(NC(=O)c2csnn2)c1	3%	-1%	25%
CCCCCCCCN1C(=O)[C@H](CC(=O)N2CCOCC2)C[C@@]2(C(=O)OC)CCCCC=C12	.	18µM*	15µM*
Cc1cc(C)cc(C(=O)NC(CC(N)=O)c2ccc(N3CCN(c4ccccn4)CC3)c([N+](=O)[O-])c2)c1 (configuration not stated)	.	-3%	-13%
c1cncc(Nc2nc(-c3cccs3)cs2)c1	9%	-18%	-2%
N/C(=N\OC(=O)c1ccc(F)cc1)c1ccc(Br)cc1	1%	14%	13%

The results go on:
SMILES	TDP1 block	DT40 TDP1 CPT	TDP1 cell noCPT
O=C(CCc1ccc(Oc2cc([N+](=O)[O-])cc([N+](=O)[O-])c2)cc1)N1CCCCC1	-8%	?	?
COc1ccc(C(=O)Nc2cccc(-c3nc4ncccc4o3)c2C)cc1	.	-10%	?
O=C(CC(NC(=O)c1ccccc1Cl)c1ccccc1)NC1=NCCS1 (configuration not stated)	0%	-2%	-8%
O=C(Cc1ccc(S(=O)(=O)N2CCOCC2)s1)N1CCN(c2cccc(C(F)(F)F)c2)CC1	4%	7.3µM*	3.7µM*
Cc1cccc(NC(=O)c2ccc3c(c2)C(=O)N(c2ccccn2)C3=O)c1C	-3%	-17%	4%
CCc1cc(C(=O)Cc2cnn(-c3ccccc3)c2)c(O)cc1O	-4%	-20%	-20%
CCc1cc2c(=O)nc3n(c2s1)Cc1ccccc1/C3=C(/O)c1ccccc1Cl	6%	8.2µM*	8.2µM*
Cc1ccc(-c2nc(CS(=O)CC(=O)NC3CCCCC3)c(C)o2)cc1 (configuration not stated)	7%	?	-1%

4 of the compounds above, field by field:
c1cncc(Nc2nc(-c3cccs3)cs2)c1
  TDP1 block = 9% | DT40 TDP1 CPT = -18% | TDP1 cell noCPT = -2%
Cc1cccc(NC(=O)c2ccc3c(c2)C(=O)N(c2ccccn2)C3=O)c1C
  TDP1 block = -3% | DT40 TDP1 CPT = -17% | TDP1 cell noCPT = 4%
O=C(COc1ccc2ccc(=O)oc2c1)N1CCN(c2ccc(F)cc2)CC1
  TDP1 block = 3% | DT40 TDP1 CPT = ? | TDP1 cell noCPT = 23µM*
CCc1cc2c(=O)nc3n(c2s1)Cc1ccccc1/C3=C(/O)c1ccccc1Cl
  TDP1 block = 6% | DT40 TDP1 CPT = 8.2µM* | TDP1 cell noCPT = 8.2µM*

(list continues)
SMILES	TDP1 block	DT40 TDP1 CPT	TDP1 cell noCPT
COCCn1c(=S)[nH]c2cc(C(=O)N3CCCC(C)C3)ccc2c1=O (configuration not stated)	-2%	26µM*	?
Cc1cccc(C(=O)Nc2nnc(-c3cccnc3)o2)c1	8%	?	?
COc1ccc(NC(=O)N(C)C[C@H]2OCc3cn(nn3)CCCC(=O)N([C@@H](C)CO)C[C@@H]2C)cc1	.	0%	-8%
CCOc1cc(/C=C2/COc3ccccc3C2=O)ccc1OCC(=O)N(C)C	4%	?	?
CCn1nc(C)c(CNC(=O)c2cc(COc3ccccc3SC)on2)c1C	7%	21µM*	?
CC1(C)C(c2cccs2)=NC(c2ccccc2)N1O (configuration not stated)	2%	-24%	-29%
CC(=O)OC(C(=O)NCc1ccc(F)cc1)c1ccccn1 (configuration not stated)	1%	6%	-5%
COc1ccccc1N1CCN(c2ncc3c(n2)CCN(Cc2ccccc2F)C3)CC1	-4%	0%	1%

Next results:
SMILES	TDP1 block	DT40 TDP1 CPT	TDP1 cell noCPT
Cc1nc2cc(NC(=O)NCc3ccco3)ccc2o1	3%	0%	-14%
O=C(Cc1ccccc1F)NNC(=O)c1ccncc1	3%	5%	18%
COc1ccc(CNC(=O)[C@@H]2CC=C[C@@H]3CCN(Cc4ccc(OC)c(OC)c4)C(=O)[C@@H]32)cc1	.	-15%	-13%
O=C(NCCc1ccc(Cl)cc1)C1CCN(c2ncnc3c2nc2n3CCCCC2)CC1	4%	-26%	-10%
Cc1nnc(SCC(=O)N/N=C/c2cn(-c3ccccc3)nc2-c2ccc(F)cc2)n1-c1ccccc1	5%	-13%	?
COc1cc(/C=C2/NC(=O)N(Cc3ccccc3F)C2=O)cc(OC)c1OC	5%	?	16µM*
O=c1[nH]c(O)c(N=Nc2ccc(Cl)c(S(=O)(=O)Nc3ccccc3Cl)c2)c(=O)[nH]1	0%	-5%	2%
COC(C[C@@H](O)[C@@H](C)[C@@H](O)COCc1ccccc1)OC	5%	30%[activator]	-3%

(listing goes on)
SMILES	TDP1 block	DT40 TDP1 CPT	TDP1 cell noCPT
CCC(C(=O)OCC(=O)Nc1cccc(OC)c1)c1ccccc1 (configuration not stated)	0%	-6%	-11%
CCc1c(O)nc(SCC(=O)N2CCc3cc(OC)c(OC)cc3[C@@H]2C)[nH]c1=O	.	6%	-4%
Cc1nc(-c2ccc(F)cc2)c(CC(=O)Nc2ccc(C)c(S(=O)(=O)N3CCOCC3)c2)s1	5%	10µM*	?
COc1ccc(N2C(=O)c3cccc4cc(Br)cc(c34)C2=O)cc1	-2%	-24%	-22%
CCCN(CCC)S(=O)(=O)c1ccc(C(=O)N2CCCc3ccccc32)cc1	5%	?	?
Cc1ccc(C2C(C(=O)c3cc4ccccc4o3)=C(O)C(=O)N2CCN2CCOCC2)o1 (configuration not stated)	0%	?	?
Cc1ccc(N=Cc2sc(O)c3ccccc23)c(C)c1	3%	-15%	-27%
Cc1ccc(NC(=O)c2cc(S(=O)(=O)N3CCOCC3)cn2C)cc1F	.	8%	2%

Additional records:
SMILES	TDP1 block	DT40 TDP1 CPT	TDP1 cell noCPT
CC(=NCC1CCCO1)C1=C(O)CC(C)(C)CC1=O (configuration not stated)	2%	1%	-8%
COc1ccc(C(CC(=O)N2CCOCC2)C(C)C)cc1 (configuration not stated)	6%	-1%	4%
O=C(Cc1cccs1)NCCc1ccc(F)cc1	.	1%	-18%
O=C(c1ccc(F)cc1)N1CCN(c2ccc([N+](=O)[O-])c(N3CCOCC3)c2)CC1	3%	?	?
COc1ccc(NC(=O)c2ccc(Br)c(S(=O)(=O)N3CCOCC3)c2)cc1	2%	-20%	?
C=CCn1c(SCC(=O)N2CCCCC2)nc(O)cc1=O	?	-14%	2%
CCCC(=O)C1=C(O)C(C(=O)OC)C(C)(C)CC1=NCCc1ccccc1 (configuration not stated)	1%	-19%	?
COc1ccc2[nH]c3c(c2c1)CCN1C(=O)N([C@@H](C)C(=O)NCc2ccccc2OC)C(=O)[C@]31C	.	?	?

Continued:
SMILES	TDP1 block	DT40 TDP1 CPT	TDP1 cell noCPT
COc1ccc(C(=O)C2CCN(C(=O)c3ccco3)CC2)cc1	4%	-23%	-13%
O=C(Cn1c(=O)n(-c2ccccc2)c(=O)c2c3c(sc21)CCCC3)Nc1ccc(F)cc1	5%	?	?
COCC(=O)N[C@H]1CC[C@@H](CC(=O)NCc2ccccc2OC)O[C@@H]1CO	.	-3%	-9%
CC(=O)c1ccc(NC(=O)C2(c3ccccc3)CCOCC2)cc1	.	-14%	-18%
Cc1cc(NC(=O)Cn2nc(C)n3cccc3c2=O)ccc1Br	-11%	-7%	-6%
N#CC1=C2SCN(Cc3ccccc3)CN2C(=O)CC1c1cccs1 (configuration not stated)	-10%	-16%	-16%
C[C@H](NS(=O)(=O)c1ccccc1)C(=O)N1CCN(C(c2ccccc2)c2ccccc2)CC1	3%	?	?
O=C(NCCCN1CCOCC1)c1coc2ccccc2c1=O	2%	-4%	4%

Further entries follow:
SMILES	TDP1 block	DT40 TDP1 CPT	TDP1 cell noCPT
CS(=O)(=O)N1CCC(C(=O)NCC2CCCO2)CC1 (configuration not stated)	2%	-5%	1%
CCCCCc1nnc(NC(=O)Cc2ccc([N+](=O)[O-])cc2)s1	4%	8%	2%
CC1=C(C(=O)OC(C)C)C(/C=C/c2ccccc2)NC(=O)N1 (configuration not stated)	1%	6%	-5%
CC1CCCCN1C(=O)NC1CC(=O)N(c2ccc3c(c2)OCCO3)C1 (configuration not stated)	1%	19%	-25%
Cc1cc(NC(=O)CSc2nnc(C3CC3)n2C)no1	3%	1%	16%
COc1ccccc1CNC(=O)CCn1cnc2ccccc2c1=O	.	-3%	-22%
CC(OC(=O)CNC(=O)c1ccc(Cl)c(Cl)c1)C(=O)N1CCOCC1 (configuration not stated)	-9%	6%	4%
COc1ccccc1CN1CCOc2ccc(C(C)(O)CN(C)C)cc2C1 (configuration not stated)	.	0%	2%

Entries of single compounds, quoted from the list. Screens in order: TDP1 block, DT40 TDP1 CPT, TDP1 cell noCPT
`CC1=C(C(=O)OC(C)C)C(/C=C/c2ccccc2)NC(=O)N1` (configuration not stated) is listed with 1%, 6%, -5%
`CC(OC(=O)CNC(=O)c1ccc(Cl)c(Cl)c1)C(=O)N1CCOCC1` (configuration not stated) is listed with -9%, 6%, 4%

Next records follow.
SMILES	TDP1 block	DT40 TDP1 CPT	TDP1 cell noCPT
CC(=O)c1cccc(NC(=O)C2CCN(S(=O)(=O)c3c(C)n[nH]c3C)CC2)c1	2%	-4%	1%
CN(C)c1ccc(/C=C/C(=O)c2ccccc2)cc1[N+](=O)[O-]	-3%	2%	-29%
CC(O)Cc1cn(CC(=O)N2CCN(C(=O)OC(C)(C)C)CC2)nn1 (configuration not stated)	4%	5%	-3%
O=C(CSCc1ccc(Cl)cc1)N/N=C/c1ccc(Cl)cc1Cl	3%	-28%	?
CC1CCC(NC(=O)C2CCN(S(=O)(=O)c3cccc4nonc34)CC2)CC1 (configuration not stated)	-1%	7%	-7%
CCn1ccnc1CN(C)C(=O)c1cc(COc2ccc(OC)c3ccccc23)on1	1%	15µM*	?
O=C(Nc1ccc(Cl)cc1)OC(CN1CCCCC1)C(F)(F)F (configuration not stated)	0%	-30%	-25%
CC(=O)N1CCCC1c1nc2ccccc2n1Cc1ccc(F)cc1 (configuration not stated)	3%	-25%	-18%

(more compounds)
SMILES	TDP1 block	DT40 TDP1 CPT	TDP1 cell noCPT
CCCCNC(=O)C1(C)CCCCN1C(=O)c1cc(OC)ccc1Br (configuration not stated)	.	?	?
COCCCN=C1NN=C(c2cc(C)n(Cc3ccccc3Cl)c2C)CS1	7%	?	2.3µM*
O=C(CSc1nnc(-c2ccc(F)cc2)o1)NC1CCCC1	9%	-20%	-29%
CC1Cn2c(nnc2C23CC4CC(CC(C4)C2)C3)S1 (configuration not stated)	2%	-17%	-22%
Fc1cccc(CNCC2CCCO2)c1 (configuration not stated)	1%	-7%	-3%
CCNc1nc(NC(C)C)nc(N(C#N)C(C)C(=O)N(C)C)n1 (configuration not stated)	0%	-13%	-19%
CCOc1ccc(C(=O)Nc2cccc(C)n2)cc1	-3%	?	?

Screening results as filed in PubChem.
